TRPC4 inh = blocks the mouse TRPC4 cation channel | Q9QUQ5 | HEK293 TRPC4beta/mu-opioid, DAMGO-evoked Fluo4 calcium flux; hits give low values | B-score at 10 µM | 0.39% of 300,000 active | AID 2247;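 active means B-score over 3 SD under the library average, no early fluorescence shift, positive overall ratio signal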
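Signal: kinetic Fluo4 fluorescence imaging of calcium influx. Material: stable TRPC4beta/mu-opioid receptor HEK293 cells. Probe or stimulus: DAMGO in two steps, submaximal then maximal.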
Platelet DG rel = modulates dense granule release in human platelets. 0.22% of 300,000 active. human platelet-rich plasma, SFLLRN dense granule ATP release, luminescence. inhibition, %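 (compounds screened at 7.5 µM in platelet-rich plasma)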;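 active means mean replicate score, as percent of positive control, at or above 50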
hERG rescue = hERG (human) protection from proarrhythmic block; Q12809; CHO-hERG, FluxOR thallium flux, dofetilide IC70 present; activation (rescue from dofetilide block), less the hit threshold, % at 10 µM; 0.51% of 310,000 active; AID 1511;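 active means activation above the mean of controls blocked by dofetilide plus 5 SD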;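 further: thallium influx through hERG after potassium depolarization seen as dye fluorescence rise; in these data hits start at about 4.7%; inactives centre near -7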
Dyrk1A ADPGlo = Dyrk1A (rat) kinase inhibition. 0.43% of 310,000 active. ADP-Glo luminescence, NFATc1 peptide. inhibition, % at 12.5 µM; in the data active means inhibition above about 50%;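 further: plate controls were vehicle with enzyme for no effect and no enzyme for full effect; many of its hits are not listed in these tables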
KCNQ1 inh = inhibitors of human KCNQ1 potassium channel; CHO-K1 KCNQ1, FluxOR thallium flux fluorescence; hits give high values; P51787; 1.3% of 310,000 active; B-score at 10 µM; AID 2642;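 active means compounds whose thallium flux B-score, printed positive for inhibition, exceeds three library SD while starting fluorescence stays within three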;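 further: channel opened by potassium depolarization with thallium stimulus after 20 min compound exposure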
Target sequence (P51787 whole entry, looked up): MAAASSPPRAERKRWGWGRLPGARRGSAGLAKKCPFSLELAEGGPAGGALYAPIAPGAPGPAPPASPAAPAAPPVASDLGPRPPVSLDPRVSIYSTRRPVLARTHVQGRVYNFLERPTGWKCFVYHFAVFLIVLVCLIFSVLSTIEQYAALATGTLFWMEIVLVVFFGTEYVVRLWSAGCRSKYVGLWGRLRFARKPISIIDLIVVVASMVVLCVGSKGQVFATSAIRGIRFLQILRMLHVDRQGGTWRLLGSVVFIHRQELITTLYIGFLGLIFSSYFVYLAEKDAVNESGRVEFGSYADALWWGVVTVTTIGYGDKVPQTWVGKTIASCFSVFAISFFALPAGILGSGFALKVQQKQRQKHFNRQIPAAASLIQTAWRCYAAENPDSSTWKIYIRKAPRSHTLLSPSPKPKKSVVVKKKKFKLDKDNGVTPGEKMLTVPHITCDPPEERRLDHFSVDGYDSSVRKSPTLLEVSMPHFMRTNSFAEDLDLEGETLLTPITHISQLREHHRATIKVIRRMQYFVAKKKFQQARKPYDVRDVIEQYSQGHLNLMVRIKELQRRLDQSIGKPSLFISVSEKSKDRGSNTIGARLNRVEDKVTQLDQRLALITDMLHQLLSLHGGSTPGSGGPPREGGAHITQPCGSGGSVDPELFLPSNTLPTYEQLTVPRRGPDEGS
KCNQ1 pot = potentiators or activators of human KCNQ1 potassium channel. P51787. CHO-K1 KCNQ1, thallium flux FluxOR fluorescence; hits give high values. B-score at 10 µM. 0.35% of 310,000 active. AID 2648;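 active means fluorescence ratio B-score, a plate-corrected score, at least three library SD, with initial intensity B-score within 5 SD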
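assay system = CHO-K1 cells stably expressing KCNQ1 | medium = assay buffer, equal DMSO in all wells | timing = 37 °C overnight plating, 90-min dark dye load, 20-min compound pretreatment | measured by = kinetic FluxOR thallium fluorescence, 10-s 1-Hz baseline, 110-s post-stimulus read | measure = fluorescence change relative to baseline, converted to B score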
PolyA inhibitor = blocks polyadenylation in yeast reporter cells | S. cerevisiae SKY197-pL101 polyadenylation reporter, beta-gal luminescence; efflux-impaired pdr1/pdr3 knockout yeast; score 100 = 6 SD above DMSO | calls only at 12 µM | 0.02% of 300,000 active | AID 1875;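 active means lowest replicate activity score at least 50, where 100 means six control SD above control mean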;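 further: yeast exposed to compound for 9 h at 30 °C; higher score means more reporter readthrough which indicates perturbed polyadenylation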
KCNK3 inh = human KCNK3 channel inhibition, primary screen. CHO-KCNK3 thallium flux, FluxOR fluorescence; hits give low values. B-score at 10 µM. 0.84% of 340,000 active;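 active means B-score under library mean minus 4 SD, starting fluorescence ratio at most library mean plus 5 SD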;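 further: more negative B-score means stronger inhibition of thallium flux through KCNK3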
Target sequence (O14649 whole entry, looked up): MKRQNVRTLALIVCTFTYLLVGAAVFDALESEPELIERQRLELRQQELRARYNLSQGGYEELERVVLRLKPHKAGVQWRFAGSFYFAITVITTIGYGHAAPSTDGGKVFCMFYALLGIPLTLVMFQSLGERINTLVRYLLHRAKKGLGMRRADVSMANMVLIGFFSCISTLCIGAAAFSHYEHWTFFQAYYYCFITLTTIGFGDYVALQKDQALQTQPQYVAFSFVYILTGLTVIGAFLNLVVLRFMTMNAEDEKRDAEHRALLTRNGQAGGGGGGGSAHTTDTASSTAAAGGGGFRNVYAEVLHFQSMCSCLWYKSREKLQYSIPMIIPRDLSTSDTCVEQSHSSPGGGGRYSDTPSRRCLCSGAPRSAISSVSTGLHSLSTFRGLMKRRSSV
TRPC4 act = opens the mouse TRPC4 cation channel; Q9QUQ5; HEK293 TRPC4beta/mu-opioid, Fluo4 calcium fluorescence; hits give high values; B-score at 10 µM; 0.49% of 310,000 active; AID 2237;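 active means B-score above 5 SD of library B-scores, and initial fluorescence ratio not above library mean plus 5 SD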;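 further: positive B-score marks a calcium rise read as TRPC4 activation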
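Test system: HEK293 cells stably co-expressing mouse TRPC4beta and mu-opioid receptor | Schedule: Fluo4 dye loading 45 min at room temperature, 110 s recording | Measured by: Kinetic Fluo4 calcium fluorescence, 5 s baseline at 1 Hz | Evaluation: B score of integrated ratio | Controls: Buffer (low) and maximal DAMGO (high)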
KCNK9 inh = inhibitors of human KCNK9 two-pore domain potassium channel | Q9NPC2 | HEK293 KCNK9, FluxOR thallium flux fluorescence; hits give low values | B-score at 10 µM | 1.2% of 310,000 active;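 active means ratio B-score over 3 SD below the library mean, with starting fluorescence within 5 SD of its mean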;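 further: negative B-score means less thallium flux so channel inhibition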
TRPC4 PAM = allosterically enhances the mouse TRPC4 cation channel; HEK293 TRPC4beta/mu-opioid, DAMGO EC20, Fluo-4 Ca2+ flux; hits give high values; AID 2227; B-score at 10 µM; Q9QUQ5; 0.42% of 310,000 active;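 active means B-score of calcium response area above 5 SD of library B-scores, with initial fluorescence ratio within 5 SD of library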;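 further: B-score of integrated fluorescence ratio over time as area under calcium response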
Numbers without * were called inactive; i = inactive; / = not tested or not shown.

SMILES | TRPC4 inh | Platelet DG rel | hERG rescue | Dyrk1A ADPGlo | KCNQ1 inh | KCNQ1 pot | PolyA inhibitor | KCNK3 inh | TRPC4 act | KCNK9 inh | TRPC4 PAM
N#C/C(=C\c1cccc(Cl)c1)c1n[nH]c(Cn2cncn2)n1 | i | -3 | -3 | 5 | i | i | i | i | i | i | i
O=C(c1ccc2c(=O)n3c(nc2c1)CCC3)N1CCCSC1=Nc1ccccc1 | i | 1 | -10 | / | i | i | i | i | i | i | i
COc1ccc(C2NC(=O)NC(C)=C2C(C)=O)cc1 (configuration not stated) | i | -3 | -4 | 0 | i | i | i | i | i | i | i
O=C(N1CCN(CCO)CC1)N1c2ccccc2CCc2ccccc21 | i | 12 | -12 | 0 | i | i | i | i | i | i | i
CCC(=O)NCCc1nc2cc(NC(=O)c3ccc(OC)cc3)ccc2n1C | i | -1 | -3 | -3 | i | i | i | i | i | i | i
CC(C)c1cc(C(=O)NCc2ccco2)no1 | i | 1 | -7 | 1 | i | i | i | i | i | i | i
CC(=O)c1ccc(N2CCN(S(=O)(=O)c3c(C)[nH]c(=O)[nH]c3=O)CC2)cc1 | i | 3 | -11 | 10 | i | i | i | i | i | i | i
CCN1CCN(CC(O)COCc2cc(OC)c(OC)c(OC)c2)CC1 (configuration not stated) | i | 5 | 2 | 6 | i | i | i | i | i | i | i
CCN1CCN(C(=O)C2CCCN(S(=O)(=O)c3ccc(OC)c(OC)c3)C2)CC1 (configuration not stated) | i | 5 | -5 | 4 | i | i | i | i | i | i | i
O=C(Nc1cnc2ccccn2c1=O)c1ccc(F)cc1 | i | -4 | -10 | 7 | i | i | i | i | i | i | i
COc1ccc(NC(=O)Cn2cc(C(C)=O)c3ccccc32)cc1 | i | 0 | -14 | 8 | i | i | i | i | i | i | i
COc1cc(C)c(/C=C/C(C)=C/C=C/C(C)=C/C(=O)O)c(C)c1C | i | -2 | -5 | -1 | i | i | i | i | i | i | i
CC(=O)N1CCc2cc(S(=O)(=O)C(C)CC(=O)NCc3ccc(C)o3)ccc21 (configuration not stated) | i | 0 | -7 | -2 | i | i | i | i | i | i | i
O=C(Cc1ccsc1)NCc1ccccc1F | i | -2 | -7 | -7 | i | i | i | i | i | i | i
O=C(NCc1ccco1)c1cc(C(=O)C2CC2)c[nH]1 | i | 5 | -12 | -4 | i | i | i | i | i | i | i
COc1ccc(C(=O)NCCNC(=O)c2cc(OCC(F)(F)F)ccc2OCC(F)(F)F)cc1 | i | -2 | 0 | -6 | i | i | i | i | i | i | i
COc1ccccc1CC(=O)N1CCN(c2cccc(Cl)c2)CC1 | i | 8 | -13 | 8 | i | i | i | i | i | i | i
O=C(O)C(NS(=O)(=O)c1ccc(F)cc1)c1ccccc1 (configuration not stated) | i | -1 | -6 | 1 | i | i | i | i | i | i | i
CC(=O)Nc1cc(C(=O)N2CCOCC2)ccc1S(=O)(=O)c1ccc(C)cc1 | i | 3 | -6 | -2 | i | i | i | i | i | i | i
CSC1=NC(C)N2C(SC)=NC(C)N12 (configuration not stated) | i | -5 | -13 | -2 | i | i | i | i | i | i | i
CC(=O)N(CCP(=O)(c1ccccc1)c1ccccc1)Cc1ccco1 | i | / | 0 | -3 | i | i | / | i | i | i | i
CC(C)c1nnc(SCC(=O)NC2CCCC2)n1C | i | -8 | -9 | -3 | i | i | i | i | i | i | i
CC(NC(=O)[C@@H](C)NC(=O)[C@@H]1Cc2ccccc2CN1C(=O)OC(C)(C)C)c1ccccc1 (some centres not stated) | i | -8 | -11 | -4 | i | i | i | i | i | i | i
Cc1ccc(CNC(=O)c2ccc(Cn3cc(-c4ccc(C)cc4)nc3-c3ccncc3)cc2)cc1 | i | 1 | -9 | -3 | i | i | i | i | i | i | i
COc1cc(S(=O)(=O)NC2CCCCC2)c(C)cc1C | i | 0 | -14 | 0 | i | i | i | i | i | i | i
CC(=O)c1sc(-c2cccc(Cl)c2)nc1C | i | 4 | -2 | 0 | i | i | i | i | i | i | i
O=C(O)COc1ccccc1C1C2C(=O)N(c3ccc(F)cc3)C(=O)C2ON1c1ccccc1 (configuration not stated) | i | 7 | -14 | -7 | i | i | i | i | i | i | i
N#Cc1ccc(C(=O)Nc2cccc(NC(=O)c3ccco3)c2)c(F)c1 | i | 13 | -15 | -3 | i | i | i | i | i | i | i
CCS(=O)(=O)N1CCC(C(=O)Nc2cc(C)ccc2O)CC1 | i | 1 | -7 | / | i | i | i | i | i | i | i
COc1ccc2c(c1OC)C(=O)N1N=C(c3ccccc3)CC21 (configuration not stated) | i | -15 | -7 | 4 | i | i | i | i | i | i | i
CNC(=S)N(Cc1ccc(OC)cc1)C1CC(=O)N(c2ccc(Cl)cc2)C1=O (configuration not stated) | i | -1 | -10 | -1 | i | i | i | i | i | i | i
Oc1ccccc1Oc1ncc(Br)c(N2CCOCC2)n1 | i | 0 | -7 | 4 | i | i | i | i | i | i | i
COc1ccc(-c2sc(Nc3ccccc3)n[n+]2-c2ccc(F)cc2)cc1Br | i | 0 | -30 | -2 | i | i | i | i | i | i | i
CCN(CC)S(=O)(=O)c1cccc(C(=O)NCc2ccccc2)c1 | i | -13 | -3 | 4 | i | i | i | i | i | i | i
NCCCNc1nc(N)c([N+](=O)[O-])c(NC2CCCCC2)n1 | i | 2 | -8 | 8 | i | i | i | i | i | i | i
O=C(CSCCO)Nc1cccc2ccccc12 | i | 3 | -2 | -9 | i | i | i | i | i | i | i
CC(C)OC(=O)CC(=O)CSc1nc2c(cc1C#N)CCCC2 | i | -2 | -8 | 2 | i | i | i | i | i | i | i
CCc1nnc(NC(=O)CSc2nnc(-c3ccccc3OC)n2-c2ccccc2)s1 | i | -1 | -16 | 0 | i | i | i | i | i | -17* | i
Cc1cccc(OCC(=O)NN2C(=O)C3C4C=CC(O4)C3C2=O)c1 (configuration not stated) | i | 1 | -7 | 1 | i | i | i | i | i | i | i
O=C(Nc1ccc(F)cc1)c1oc2ccccc2c1NC(=O)C1CCCC1 | i | 2 | -2 | 2 | i | i | i | i | i | i | i

By substructure: those above with a cyano group
SMILES | TRPC4 inh | Platelet DG rel | hERG rescue | Dyrk1A ADPGlo | KCNQ1 inh | KCNQ1 pot | PolyA inhibitor | KCNK3 inh | TRPC4 act | KCNK9 inh | TRPC4 PAM
N#C/C(=C\c1cccc(Cl)c1)c1n[nH]c(Cn2cncn2)n1 | i | -3 | -3 | 5 | i | i | i | i | i | i | i
N#Cc1ccc(C(=O)Nc2cccc(NC(=O)c3ccco3)c2)c(F)c1 | i | 13 | -15 | -3 | i | i | i | i | i | i | i
CC(C)OC(=O)CC(=O)CSc1nc2c(cc1C#N)CCCC2 | i | -2 | -8 | 2 | i | i | i | i | i | i | i

Additional records
SMILES | TRPC4 inh | Platelet DG rel | hERG rescue | Dyrk1A ADPGlo | KCNQ1 inh | KCNQ1 pot | PolyA inhibitor | KCNK3 inh | TRPC4 act | KCNK9 inh | TRPC4 PAM
N#Cc1c(NC(=O)c2ccc([N+](=O)[O-])o2)sc2c1CCC2 | i | -2 | -1 | 3 | i | i | i | i | i | i | i
Cc1ccc(N2CCN(CC(O)COc3ccc([N+](=O)[O-])cc3)CC2)cc1 (configuration not stated) | i | 4 | -20 | -4 | i | i | i | i | i | i | i
O=C(NNC(=O)c1ccccc1-n1cccc1)c1ccccc1 | i | -8 | -13 | -5 | i | i | i | i | i | i | i
c1ccc2c(c1)OCC(CNc1ncnc3sccc13)O2 (configuration not stated) | i | 24 | -18 | 0 | 12* | i | / | i | i | i | i
COc1ccc2[nH]c(=O)c(-c3nnn(-c4ccc(Cl)c(Cl)c4)n3)cc2c1 | i | 5 | -7 | / | i | i | i | / | i | i | i
CC(C)(C)OC(=O)CNC(=O)c1nc[nH]c1C(=O)N1CCc2ccccc2C1 | i | -2 | -10 | 7 | i | i | i | i | i | i | i
CCSc1ncc(/C=N/Nc2ccc(F)cc2)n1C | i | -2 | -3 | 7 | i | i | i | i | i | i | i
COc1ccc(Cl)cc1NC(=O)c1[nH]c(C)c(C(C)=O)c1C | i | -6 | -8 | -2 | i | i | i | i | i | i | i
CN(C)S(=O)(=O)c1cccc(C(=O)OCC(=O)N2c3ccccc3NC(=O)C2(C)C)c1 | i | -3 | 1 | -2 | i | i | i | i | i | i | i
N#CCOC(=O)C1CCN(S(=O)(=O)c2ccc3c(c2)OCCO3)CC1 | i | -7 | -15 | 3 | i | i | i | i | i | i | i
COc1ccc(NC2=C(Cl)C(=O)N(CCc3ccccc3)C2=O)cc1 | i | -1 | -9 | -4 | i | i | i | i | i | i | i
CCCC(=O)Nc1ccc2oc(-c3ccc(OC)c(Br)c3)nc2c1 | i | 6 | -11 | 2 | i | i | i | i | i | i | i
Cc1ccc2nc3c(cc(C(=O)NCCN4CCOCC4)c(=N)n3CCCN3CCOCC3)c(=O)n2c1 | i | 0 | -4 | 0 | i | i | i | i | i | i | i
CCOC(=O)N1CCN(C(=O)CN(c2cccc(OC)c2)S(C)(=O)=O)CC1 | i | 3 | -14 | -5 | i | i | i | i | i | i | i
S=C(NCc1cccnc1)Nc1cc(Cl)cc(Cl)c1 | i | 0 | -14 | 0 | i | i | i | i | i | i | i
O=C(CCSCCc1ccccn1)Nc1ccccn1 | i | 2 | -1 | 12 | i | i | i | i | i | i | i
COC(=O)C1=C(C)N(C)C(C)=C(C(=O)OC)C1c1ccc(F)c(Br)c1 | i | -8 | -14 | 6 | i | i | i | -9.1* | i | i | i
COc1cc(C(=O)Nc2ccc(-n3cnnn3)c(C)c2)cc(OC)c1OC | i | -2 | -11 | 8 | i | i | i | i | i | i | i
O=C1OCc2ccc(NC(=O)c3c(F)cccc3Cl)cc21 | i | 7 | -11 | -16 | i | i | i | i | i | i | i
CCCN(CCC)C(=O)c1ccccc1C(=O)N(CCC)CCC | i | -4 | -12 | -5 | i | i | i | i | i | i | i
Cc1cccc(C)c1NC(=O)CSc1nc(C2CC2)nc2ccccc12 | i | -11 | -11 | -8 | i | i | i | i | i | i | i
COC(=O)c1cc(NC(=O)c2ccccc2F)cc(C(=O)OC)c1 | i | 4 | -11 | -1 | i | i | i | i | i | i | i
CCOC(=O)c1ccc(NC(=O)Nc2ccc3c4c(cccc24)C(=O)N3CC)cc1 | i | 7 | -7 | 4 | i | i | i | i | i | i | i

Not all compounds are listed (hit frequency here may not be typical).
